DAX1 inh-1 = DAX1 (NR0B1) inhibition, primary screen. HEK293T StAR-luciferase reporter, SF-1/DAX-1 repression relief. inhibition, % at 6.8 µM. 370,000 compounds, 1.1% hits. AID 652010;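 active = inhibition above the mean over all tested compounds plus 3 SD, cut at about 3.6% in these data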;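 also: 0% = DAX-1 cells with DMSO and 100% = cells lacking DAX-1 with DMSO; higher inhibition means more luminescence from relief of DAX-1 repression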
PG9 Ab binder = binds the HIV-1 gp120 antibody PG9 | TR-FRET gp120-PG9 antibody binding | AID 624416 | 360,000 compounds, 0.43% hits | inhibition, % at 6.7 µM; in the data active = inhibition above about 8.5%
ssDAF12 agonist = S. stercoralis DAF-12 activation, primary screen; HEK293 ssDAF-12/GRIP1 lit1-tk-luc reporter, luminescence; % of 3 µM dafachronic acid response; activation, % at 6.8 µM; 370,000 compounds, 1% hits; AID 652126;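 active = activation above the mean over all tested compounds plus 3 SD, cut at about 0.9% in these data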;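 also: 0% = DMSO-only wells and 100% = 3 µM delta7-dafachronic acid wells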
PLCb3 inh = blocks human PLC-beta3 enzyme activity; Q01970; Purified PLC-beta3, fluorogenic substrate, fluorescence; inhibition, % at 12.2 µM; 370,000 compounds, 0.18% hits; AID 720704; in the data active = inhibition above about 11%;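 also: 0% = median of compound wells on plate and 100% = full blocker control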
FXN GAA850 act = increases GAA850 frataxin promoter reporter activity; HEK293 lucGAA850 FXN promoter luciferase reporter, 24 h; percent of 10 µM SAHA response; activation, % at 6 µM; 360,000 compounds, 0.56% hits; AID 540364;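 active = activation above the average of all compounds screened plus 3 SD, cutoff fixed separately per campaign, cut at about 7.5% in these data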;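 also: 0% = DMSO wells and 100% = 10 µM SAHA wells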
Rev-erbA mod = Rev-erb alpha (human) modulation; 370,000 compounds, 0.79% hits; activity, % at 10 µM; AID 1259318; Rev-erbα–FITC-DNA binding, fluorescence polarization, 90 min;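 active = activity above about 14%, limit read from the data; passing the limit was not always enough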;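 also: 0% = DMSO wells with 35 nM protein and 100% = DMSO wells with 750 nM protein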
SMARCA2 act = activators of SMARCA2 function; 370,000 compounds, 1% hits; activation, % at 9.1 µM; MG213 cells, MMTV-luciferase reporter, dexamethasone, overnight; in the data active = activation above about 7.8%;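 also: 0% = vehicle wells and 100% = reference activator wells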
HGIII-sPLA2 inh = Blocks human group III sPLA2 activity. Q9NZ20. QFRET BODIPY PC-A2 liposome hydrolysis, fluorescence. inhibition, % at 12.2 µM. 370,000 compounds, 0.56% hits. AID 743126;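 active = inhibition above mean plus 3 SD of compounds lying within the high and low control bounds, cut at about 19% in these data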;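 also: 0% = median of test compound wells and 100% = no enzyme DMSO wells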
Target sequence (Q9NZ20 whole entry, looked up): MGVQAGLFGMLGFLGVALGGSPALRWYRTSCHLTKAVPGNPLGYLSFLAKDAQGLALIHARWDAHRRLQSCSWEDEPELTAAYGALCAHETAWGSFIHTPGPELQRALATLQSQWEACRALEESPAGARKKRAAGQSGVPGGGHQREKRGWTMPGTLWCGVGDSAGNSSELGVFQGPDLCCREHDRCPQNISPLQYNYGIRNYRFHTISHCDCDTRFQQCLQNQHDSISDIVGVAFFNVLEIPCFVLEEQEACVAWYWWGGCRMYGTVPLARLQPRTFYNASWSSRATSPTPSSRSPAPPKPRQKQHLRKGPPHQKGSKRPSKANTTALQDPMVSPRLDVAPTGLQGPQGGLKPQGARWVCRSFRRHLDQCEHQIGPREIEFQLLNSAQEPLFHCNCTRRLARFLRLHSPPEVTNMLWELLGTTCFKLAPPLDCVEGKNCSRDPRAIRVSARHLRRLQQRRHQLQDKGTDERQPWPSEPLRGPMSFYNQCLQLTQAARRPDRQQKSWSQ
DAX1 inh-2 = inhibitors of human orphan nuclear receptor DAX1 (NR0B1); P51843; AID 504766; 340,000 compounds, 0.99% hits; HEK293 Gal4-DAX1 luciferase reporter, luminescence; inhibition, % at 6.75 µM;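 active = inhibition above the mean over all tested compounds plus 3 SD, cut at about 4.2% in these data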;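 also: 0% = DAX1-transfected cells with DMSO and 100% = empty-vector control cells with DMSO; inhibition shows as a rise in luminescence from relieved DAX1 repression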
Target sequence (P51843 207-470 limits assumed): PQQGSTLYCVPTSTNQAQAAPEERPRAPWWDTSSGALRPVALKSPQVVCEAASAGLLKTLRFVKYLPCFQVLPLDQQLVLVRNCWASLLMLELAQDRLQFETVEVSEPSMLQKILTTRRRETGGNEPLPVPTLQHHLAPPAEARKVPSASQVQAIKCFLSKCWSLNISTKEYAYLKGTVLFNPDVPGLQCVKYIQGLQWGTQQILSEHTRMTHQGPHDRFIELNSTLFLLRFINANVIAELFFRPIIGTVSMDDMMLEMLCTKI
hgDAF12 agonist = agonists of H. glycines DAF-12 nuclear receptor. HEK293 GAL4-hgDAF12 UAS-luciferase reporter, agonist luminescence; normalized to butyrate control. activation, % at 6.8 µM. 370,000 compounds, 1.8% hits;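 active = activation above a cutoff set at the mean of all screened compounds plus 3 SD, cut at about 10% in these data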;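 also: 0% = DMSO wells and 100% = sodium butyrate wells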
hcDAF12 agonist = activators of H. contortus DAF-12 nuclear receptor; activation, % at 6.8 µM; 370,000 compounds, 1.4% hits; HEK293 hcDAF-12 lit1-tk-luc reporter, luminescence; 0% DMSO, 100% Δ7-dafachronic acid;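 active = activation above the mean of all tested compounds plus 3 SD, cut at about 5.5% in these data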;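 also: 100% = response to 3 µM Δ7-dafachronic acid high control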
The depositor's hits bear a star; i = inactive; . = no result given.

SMILES	DAX1 inh-1	PG9 Ab binder	ssDAF12 agonist	PLCb3 inh	FXN GAA850 act	Rev-erbA mod	SMARCA2 act	HGIII-sPLA2 inh	DAX1 inh-2	hgDAF12 agonist	hcDAF12 agonist
O=C(CSc1ccc2nnc(-c3ccccc3)n2n1)NCc1ccc2c(c1)OCO2	-0.3	-0.6	-1.8	-1	-1.7	0	0	-4	-0.5	-2.7	-0.8
COc1ccc(-n2ncc3c(NC(C)C)ncnc32)cc1	3.3	0.9	0.7	-13	-0.9	-3	2	0	0.0	19*	5.4
COc1ccccc1NC(=O)CCn1c(=O)c2cccn2c2ccccc21	-0.6	-0.5	-1.6	-8	0.0	-2	-2	5	-0.6	-3.5	-1.2
CC(C)(C)OC(=O)N1CCC(NC(=O)c2[nH]cnc2C(=O)Nc2cccc(Cl)c2)CC1	0.0	0.4	-0.8	1	-1.5	-1	-2	3	1.7	0.7	-0.2
CCN1CCN(c2ncnc3scc(-c4ccc(C)c(C)c4)c23)CC1	0.0	-0.1	-1.2	-4	-1.0	5	-3	-11	-0.1	2.6	-2.2
COP(=O)(OC)c1nc(-c2cccc3ccccc23)oc1NCCc1ccccc1	-0.6	-0.8	-0.5	i	4.2	3	-2	5	-0.7	-1.6	-2.6
O=C(c1ccccc1)c1c2c(cc3sc4ccccc4[n+]13)-c1cccc3cccc-2c13	-4.3	-7.1	-0.9	-260	-10	-7	-6	23*	-4.2	-10	-3.2
O=C(NCc1nnnn1-c1ccc(Cl)cc1)C1CC(=O)N(c2ccc(F)cc2)C1 (stereo not given)	0.2	-0.3	-0.3	-2	0.6	1	-3	2	0.2	-3.6	-0.7
Cc1ccc(C(=O)C(C)OC(=O)c2n[nH]c(=O)c3ccccc23)cc1 (stereo not given)	0.8	0.4	-1.1	-1	1.6	1	2	-3	0.3	-1.7	-1.1
O=C(NCCN1CCCCCC1)c1ccc(N2CCCC2=O)cc1	-0.1	0.3	-0.3	2	2.4	-1	0	0	-1.0	1.8	2.1
CCc1ccc(NC(=O)c2noc3c2CCCCC3)cc1	5.7*	-1.3	1.2*	-2	0.6	4	6	0	4.8*	15*	5.3
COC(=O)[C@]12C[C@H](CC(=O)NCCCCc3ccccc3)C(=O)N(CCC3=CCCCC3)C1=C[C@H](C(C)C)O[C@@H]2C1CC1	0.4	.	-1.4	3	.	4	-5	-11	.	2.7	-3.1
CCN(CC)CCN1C(=O)C(=O)/C(=C(/O)c2ccncc2)C1c1ccccc1F (stereo not given)	-0.8	0.6	0.0	-5	2.5	1	1	0	0.4	2.4	2.6
Cc1ccc(N2CC(NS(=O)(=O)c3cccs3)CC2=O)cc1 (stereo not given)	-1.7	-0.9	-0.3	4	0.8	3	0	-6	0.8	1.8	-1.0
C/C(=N/Nc1ncc(Br)cn1)c1ccc([N+](=O)[O-])cc1	-0.4	-2.9	-0.6	4	1.4	-4	1	0	3.3	2.4	0.9
COC(=O)c1ccccc1NC(=O)c1sc(N)nc1C	-1.2	-2.8	-2.0	-11	0.8	1	0	-5	0.6	-1.1	-2.6
O=C(CSc1nnc(Nc2ccccc2)s1)NC1CCCC1	0.7	0.1	-0.8	-4	-1.2	0	-1	11	0.1	3.6	0.0
Cc1cc(OC(C)C(=O)NCCCN2CCOCC2)c2c(C)c(C)c(=O)oc2c1 (stereo not given)	0.2	-0.8	-0.8	-237	-1.7	-1	2	4	0.9	-1.6	-0.4
CCOC(=O)c1ccc2c(c1)n(CC)c(/C=C/N(C)c1ccccc1)[n+]2CC	0.1	-0.6	-1.2	1	6.8	-4	-3	2	-0.2	0.7	-1.0
O=C(Nc1cc(-c2ccccc2)[nH]n1)c1ccc(Cl)cc1	1.4	-0.3	1.7*	1	3.1	-3	-3	8	3.4	9.8	5.1
CSc1ccc(/C=N/N(C)S(=O)(=O)c2ccc(C)cc2)cc1	-0.6	-0.1	-1.5	-3	1.1	1	-4	-11	-0.9	-5.4	-1.9
CCOC(=O)c1c(-c2ccc(OC)cc2)csc1NC(=O)CSc1ccccc1	-1.1	0.2	-1.7	-4	2.1	2	3	-8	-1.2	-2.5	-2.7
CC(Sc1nc2ccccc2c(=O)n1CC1CCCO1)C(=O)Nc1ccc(S(N)(=O)=O)cc1 (stereo not given)	-0.8	-1.2	-1.0	-1	-1.5	7	-1	-1	0.0	-1.3	-0.1
COc1ccc(CCNC(=S)N2CCN(S(=O)(=O)c3ccc(C)cc3)CC2)cc1	-1.9	0.2	-1.1	-9	1.4	3	-1	-11	-1.2	-1.3	-2.2
O=C(NNC(=S)NCCc1ccccc1)c1ccc(Br)s1	0.2	-0.9	-0.3	-12	2.3	-5	1	-21	0.7	0.3	0.6
CCc1nc2c(OCc3ccc(C(F)(F)F)cc3)cccn2c1N(C=O)Cc1ccc(OC)cc1	-3.9	3.5	-1.9	-8	-0.8	0	-5	3	.	-6.4	-2.6
O=C(CSc1nc2ccccc2c(=O)n1NC(=O)c1ccccc1)c1ccc(Cl)cc1	2.8	-1.3	0.4	-9	2.7	0	3	-47	3.2	12*	3.2
Clc1ccc(OCCNCCc2ccccc2)cc1	0.7	-2.7	-1.6	-2	1.2	-3	-3	-4	0.0	0.4	1.8
CC(C)(C)c1ccc(C(=O)NCCC(=O)N2CCC3(CC2)NCCc2[nH]cnc23)cc1	-0.3	-2.9	-1.0	-4	1.0	-5	-2	-3	0.0	-0.1	-1.0
Cc1cccc(/C(N)=N/OC(=O)C23CC4CC(CC(C4)C2)C3)c1	0.7	-0.3	-1.0	-1	2.1	6	0	3	1.3	-3.6	-0.4
CCOc1ccc2oc(C(=O)N3CCN(c4ccccc4OCC)CC3)c(C)c2c1	-1.5	0.0	-1.7	-7	1.4	3	-1	-6	1.5	-1.4	-2.0
O=C(NCc1cccc(Br)c1)C1CC2Cn3c(nc4ccccc43)C2N1c1ccccc1 (stereo not given)	-0.5	3.1	-1.1	-5	-0.1	0	0	9	0.3	1.2	-0.5
O=C(O)c1ccccc1-c1ccc(/C=C/c2cc(C(F)(F)F)[nH]c(=O)n2)o1	0.1	-8.3	-1.1	i	4.1	4	-4	-89	0.9	0.8	-0.2
O=C(CN1CCN(c2ncccn2)CC1)N1CCCc2c1c(=O)oc1ccc(O)cc21	-2.1	-1.8	-0.7	-44	-0.3	2	-1	0	-0.5	-2.6	-0.2
CCOc1cc(CNCCSc2nnnn2C)cc(Br)c1OCc1ccccc1	-0.7	0.2	-1.5	-2	-2.1	2	-3	-22	-2.5	-2.2	-0.5
O=C1CCCCC1Nc1ccc(Br)cc1 (stereo not given)	-1.6	2.5	-0.2	-3	0.3	-7	-3	8	2.5	0.2	1.6
CCCC(=O)N/C(N)=N/c1nc(C)c2cc(C)ccc2n1	0.1	-0.4	-0.7	-23	1.7	4	1	9	.	3.3	-0.5
CCN1CCc2c(sc(NC(=O)c3ccc(S(=O)(=O)N4CCCCCC4)cc3)c2C(=O)NC)C1	-1.1	-5.1	-1.1	-364	1.4	-2	2	-30	0.3	1.5	-0.6
O=C(Nc1cccc(Cl)c1N1CCCCC1)c1ccc(N2CCOCC2)c([N+](=O)[O-])c1	0.4	-0.2	-1.4	-1	1.0	1	-1	5	-0.1	1.3	-1.3
CN(C)/C=C(\C#N)C(=O)N/N=C/c1ccc(F)cc1	-0.1	-0.7	-0.8	-2	2.3	3	0	9	1.4	-4.3	0.6
COc1ccccc1N1CCN(C(=O)CCCCCn2c(=O)[nH]c3ccsc3c2=O)CC1	-0.7	1.2	-1.4	-7	-0.4	-1	-3	-1	0.6	-1.8	-2.4
CCN(CC)S(=O)(=O)c1cc(NC(=O)[C@@H](NC(N)=O)C(C)C)ccc1C	-0.7	0.4	-1.6	7	-2.7	0	1	2	-0.2	1.1	-1.9
CCCCN(CCCC)CCn1cnc2c([nH]c3ccc(OC)cc32)c1=O	1.2	0.2	-1.7	-183	-1.4	1	2	1	0.4	-3.4	1.7
Cc1cccc(C)c1NC(=O)C1(C)CSCC(=O)N1Cc1ccco1 (stereo not given)	-0.1	-1.3	-0.8	2	.	4	5	6	.	-1.6	0.2
CCOC(=O)c1cnc(SCC(=O)Nc2ccccc2C(=O)OC)nc1N	-1.0	-1.0	-1.6	-2	-0.6	-1	-3	2	-0.3	-2.4	-1.2
COc1ccccc1-c1coc2c(CN(C)C)c(O)ccc2c1=O	0.6	-1.8	-1.2	i	1.6	-5	-2	-4	1.0	0.6	0.5
COc1ccccc1CNCc1cc(Br)ccc1OC	-0.3	-0.6	-0.9	4	-2.5	-1	-4	-14	0.5	-0.6	-1.7
CC(=O)OC(C(=O)Nc1ccccc1)C(C)S(=O)(=O)c1ccccc1 (stereo not given)	-1.5	-0.1	-1.8	-2	-3.7	-2	-4	8	-0.3	-2.2	-1.6
O=C(CCCC(=O)NCCc1ccccc1)NCCc1ccccc1	0.2	-2.2	-0.2	1	2.0	2	0	0	0.0	-2.0	0.1
COc1ccc(/C=C2\SC(=S)N(c3cccnc3)C2=O)cc1	0.0	1.9	0.1	-7	0.7	-4	-1	0	-0.2	2.0	1.1
Cc1c[n+](CC(=O)c2ccccc2)cs1	-0.1	-1.4	-0.9	-2	-0.7	3	4	-1	0.8	3.9	-1.8
Cn1c(N)c(C(=O)CSc2nc(C3CC3)n(-c3ccccc3)n2)c(=O)[nH]c1=O	0.2	-1.7	-0.7	-3	-0.5	3	1	2	-0.9	-0.2	0.5
CCOC(=O)CC[C@@H]1CC[C@]2(CCCN(Cc3ccc(OC)cc3)C2)O1	0.4	.	-1.4	-2	.	-1	1	7	.	-1.4	-1.7
Nc1ccc(C23CC4CC(CC(C4)C2)C3)cc1	0.1	1.4	-1.3	-2	0.5	-3	-3	5	-0.3	1.5	-1.7
O=C(COC(=O)c1cc(Cl)cc(Cl)c1)NCc1ccco1	-0.9	-0.4	-0.7	-5	1.5	1	5	-11	0.1	1.8	-0.2
Cc1ccccc1C(=O)N1CCC(Oc2cccnc2)CC1	1.4	.	0.1	-3	.	2	0	-1	.	-0.4	-1.8
Cc1cc(C)c(C(N)=O)c(SCC(=O)c2ccc(Cl)cc2)n1	-0.6	0.8	-1.3	-2	1.5	0	-4	-18	-0.5	1.7	-0.8
CN(NC(=O)NN(C)C(=O)c1ccccc1)C(=O)c1ccccc1	-2.4	-1.0	-1.2	3	-0.3	-3	2	-5	1.5	0.7	-1.0
CC(=O)N/N=C(\C)CC(=O)NC(C)(C)C	-0.6	-3.2	-1.6	-18	0.4	1	-2	-1	0.1	2.7	3.4
CSc1nccc(Nc2ccccc2)c1C#N	-0.4	-1.3	-1.6	-4	0.9	1	2	-8	1.4	-0.1	-0.9

This is a random part of the collection (roughly 7% active in at least one column).
